From PubChem BioAssay
BAZ2B block: blocks human BAZ2B | Q9UIF8 | AlphaScreen BAZ2B-H3K14Ac peptide displacement | Potency, µM (highest dose often 114 µM), inactives show top-dose activity change, negative = inhibition, actives largely listed as inhibitors | hit rate 4.4% among 360,000 | AID 504333; note: % is set by controls: 0 for no effect and ±100 for the full control effect; nearly all actives have a fitted effect of over 60% in size
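In this displacement format the biotinylated H3(5-23) peptide acetylated at Lys14 serves as ligand at 50 nM, with BAZ2B at 50 nM in PBS pH 7.4 containing 0.01% Tween-20. Donor and acceptor beads are 10 ug/mL final.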
G9a block: inhibitors of human histone lysine methyltransferase G9a; Q96KQ7; G9a H3K9 monomethylation, AlphaScreen, 2 h; Potency, µM (titrated, usually from 102 µM), without a hit: top-dose activity, negative = inhibition, actives largely listed as inhibitors; hit rate 8.8% among 350,000; AID 504332; note: % is set by controls: 0 for no effect and ±100 for the full control effect; nearly all actives have a fitted effect of over 75% in size
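Readings reflect AlphaScreen signal from monomethyl-H3K9 antibody detection. HMT at 20 nM; substrate b-H3K9 500 nM; cofactor SAM 20 uM; 2 h RT reaction; compounds tested as titrations in qHTS with 15 min preincubation.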
POLI inh: blocks human DNA polymerase iota activity; Q9UNA4; Pol iota fluorescent replication assay, 10 min; Potency, µM (series often up to 115 µM), without a hit: top-dose activity, negative = inhibition, actives largely listed as inhibitors; hit rate 1% among 390,000; AID 588590
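Fluorescent replication assay read twice, at 0 min and 10 min after adding 50 nM (final) substrate. Enzyme (10 nM) and compounds were first incubated 15 min at room temperature; enzyme-free buffer wells were negative controls.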
Pol beta inh: blocks human DNA polymerase beta activity; AID 485314; Potency, µM (highest dose often 114 µM), without a hit: at the highest dose activity change, negative = inhibition, actives largely listed as inhibitors; Pol beta primer extension/strand displacement, fluorescence kinetic; hit rate 1.3% among 340,000; P06746; note: % is set by controls: 0 for no effect and ±100 for the full control effect
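Kinetic readout of DNA synthesis with strand displacement by Pol beta. Compound and 10 nM enzyme sit 15 min at room temperature; 50 nM substrate starts the reaction, read immediately and at 10 min.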
POLH inh: inhibitors of human DNA polymerase eta | Q9Y253 | hit rate 1.2% among 390,000 | recombinant Pol eta, fluorescent DNA replication assay | Potency, µM (highest dose often 114 µM), for inactives: at the highest dose activity change, negative = inhibition, most hits filed as inhibitors; note: % is set by controls: 0 for no effect and ±100 for the full control effect
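Fluorescent replication assay: 50 nM final substrate added after a 15 min room-temperature compound preincubation with 10 nM enzyme. Signal taken at 0 min and again at 10 min.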
Pol kappa inh: inhibitors of human DNA polymerase kappa | purified Pol kappa, fluorescent DNA synthesis assay, 10 min | Potency, µM (highest dose often 107 µM), for the others: at the top dose activity, negative = inhibition, most hits filed as inhibitors | hit rate 0.53% among 400,000; note: % is set by controls: 0 for no effect and ±100 for the full control effect
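Enzyme at 10 nM met test compounds for 15 min at room temperature. Substrate addition (50 nM final) began the reaction, which was monitored by fluorescence at 0 and 10 min.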
JMJD2A Tudor: blocks the human JMJD2A Tudor domain. AlphaScreen JMJD2A-Tudor / H3K4me3 peptide binding. Potency, µM (top dose mostly 114 µM), inactives show top-dose activity change, negative = inhibition, hits mostly inhibitors. hit rate 4.4% among 390,000; note: % is set by controls: 0 for no effect and ±100 for the full control effect; nearly all actives have a fitted effect of over 50% in size
Target sequence (O75164 whole entry, looked up, the tested form may be a part): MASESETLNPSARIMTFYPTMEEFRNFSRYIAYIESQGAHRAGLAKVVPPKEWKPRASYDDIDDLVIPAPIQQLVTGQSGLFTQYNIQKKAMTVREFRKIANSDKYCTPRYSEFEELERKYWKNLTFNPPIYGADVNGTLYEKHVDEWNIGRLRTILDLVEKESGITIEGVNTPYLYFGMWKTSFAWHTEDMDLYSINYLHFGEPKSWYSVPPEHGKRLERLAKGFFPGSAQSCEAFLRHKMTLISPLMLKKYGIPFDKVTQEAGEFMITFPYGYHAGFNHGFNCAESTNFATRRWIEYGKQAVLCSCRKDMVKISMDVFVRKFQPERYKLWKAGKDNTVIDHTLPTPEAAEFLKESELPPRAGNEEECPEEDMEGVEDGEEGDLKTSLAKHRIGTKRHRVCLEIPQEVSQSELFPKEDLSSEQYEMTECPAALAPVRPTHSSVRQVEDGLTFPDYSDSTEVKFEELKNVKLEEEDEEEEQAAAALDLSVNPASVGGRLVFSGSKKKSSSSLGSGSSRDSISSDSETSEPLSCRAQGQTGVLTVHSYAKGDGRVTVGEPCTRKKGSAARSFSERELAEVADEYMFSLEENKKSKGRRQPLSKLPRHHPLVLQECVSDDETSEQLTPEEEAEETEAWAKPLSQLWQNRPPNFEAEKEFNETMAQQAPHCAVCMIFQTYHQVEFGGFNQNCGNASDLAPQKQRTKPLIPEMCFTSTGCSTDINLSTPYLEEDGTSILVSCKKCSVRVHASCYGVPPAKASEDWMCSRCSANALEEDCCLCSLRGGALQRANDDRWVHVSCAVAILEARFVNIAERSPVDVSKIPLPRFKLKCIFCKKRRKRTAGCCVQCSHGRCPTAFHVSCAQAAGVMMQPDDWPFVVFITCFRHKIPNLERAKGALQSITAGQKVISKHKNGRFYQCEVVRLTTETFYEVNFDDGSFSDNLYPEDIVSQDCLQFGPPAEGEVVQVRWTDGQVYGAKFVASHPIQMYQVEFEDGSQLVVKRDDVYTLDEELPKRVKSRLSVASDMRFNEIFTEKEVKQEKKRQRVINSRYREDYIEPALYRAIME
APEX1 inh: APE1 (human) endonuclease inhibition | AID 2517 | recombinant APE1, TAMRA/BHQ-2 abasic DNA cleavage fluorescence | Potency, µM (titrated, usually from 65.8 µM), inactives show top-dose activity change, negative = inhibition, usual class: inhibitors | hit rate 0.35% among 350,000;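 note: plate controls were vehicle for no effect and reference inhibitor for full effect; nearly all actives have a fitted effect of over 55% in size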
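APE1 at 0.75 nM final was preincubated with compound 15 min at room temperature, then 50 nM double-stranded THF abasic-site substrate (5'-TAMRA/3'-BHQ-2) was added. Fluorescence (ex 525/em 598 nm) was read kinetically; third-minus-first read gave activity.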
BLM helicase inh: Bloom syndrome helicase (human) inhibition; recombinant BLM DNA unwinding, fluorescence dequenching; hit rate 0.2% among 350,000; AID 2528; Potency, µM (highest dose often 56.1 µM), inactives show top-dose activity change, negative = inhibition, hits mostly inhibitors; P54132;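 note: plate controls were vehicle for no effect and no enzyme for full effect; nearly all actives have a fitted effect of over 35% in size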
Starred values were filed as active, the others as inactive; ? = inconclusive; . = no result given; & = joins results of further samples; [ ] = another dose, or the depositor's remark. Calls come from the whole dose curve; as a rule, active = well fitted curve in the direction sought with a large enough effect; inconclusive = small, poorly fitted or top-dose-only effect, or another doubt; inactive = no such curve, though single readings can be large; an effect the other way counts as inactive or inconclusive. Potency is the fitted concentration of half-maximal effect.

no. | JMJD2A Tudor | POLH inh | POLI inh | Pol beta inh | BLM helicase inh | Pol kappa inh | G9a block | APEX1 inh | BAZ2B block | compound
1 | -17% | -3% | -15% | -14% | 18% | -14% | 2% | 0% | 1% | Cc1ccc2nc3c(cc(C(=O)NCC4CCCO4)c(=N)n3C3CCCC3)c(=O)n2c1 (stereo not given)
2 | 9% | -13% | 68%[activator] | -1% | -1% | -12% | -39% | -1% | 5% | CCCCN(CCCC)NC(=O)c1ccccc1
3 | 2%[57.1 µM] | -14% | 5% | 37% | -1% | -5% | 39%[activator] | -2% | 11% | CC1Cc2ccccc2N1C(=O)c1cc2c(=O)n3ccccc3nc2n1C (stereo not given)
4 | ? | ? | -6% | 0% | -11% | -6%[60.1 µM] | 20µM* | ? | 7.9µM* | Cc1ccccc1Nc1scc(-c2ccc(Cl)cc2)[n+]1-c1ccccc1C
5 | -23% | -6% | 51%[activator] | . | . | -6% | . | 6% | . | COc1ccc(NC(=O)[C@@H]2CCCN2S(=O)(=O)c2ccc(Cl)cc2)cc1
6 | 6% | -18% | -3% | . | . | 8% | -8%[12.7 µM] | -3% | ? | Cc1ccc(S(=O)(=O)N2CCCCC2)cc1NC(=O)[C@@H]1CCCN1C(=O)c1cccs1
7 | 4%[11.4 µM] | -13% | 78%[activator] | -20% | -10% | -6% | ? | 6% | -23% | CC(C)(C)c1ccc(C(=O)C2CCCN(C(=O)C3CCOCC3)C2)cc1 (stereo not given)
8 | -4%[57.1 µM] | -12% | 3% | 1% | 1% | -2% | 5%[59 µM] | -8% | -17% | Cc1ccc(C)c(OCCSc2nnc(-c3cccnc3)n2N)c1
9 | 1% | . | 24% | 23% | -1% | 5% | -19%[59 µM] | . | -4% | O=C(Cn1ncc2c(Cl)cccc21)NCc1cccc(F)c1
10 | -21% | -15% | 28% | 0% | -2% | -13% | -4% | 5% | -3% | COc1ccc(S(=O)(=O)N(C)CC(=O)Nc2cccc(C(C)=O)c2)cc1Cl
11 | ? | -16% | -9%&20% | . | . | 3%&-17% | . | . | . | CC(C)(C)CC(C)(C)N=C1Nc2ccccc2NC12C[C@H]1CCC(=O)N3CC[C@@H](C2)[C@@H]13 (stereo not given in full)
12 | -1% | -8% | 17% | 16% | -6% | 5% | . | 9% | 4% | O=C(NN=C1CCCC1)c1cc(Br)ccc1O
13 | -11% | -19% | 140%[activator] | 14% | -7% | 4% | -8% | 24% | -9% | COc1cc(C(=O)OCC(=O)N(C)c2ccccc2)cc(OC)c1OC
14 | -10% | -4% | 92%[activator] | 0% | -6% | -8% | 5% | 20% | 1% | Cc1ccc(NC(=O)Nc2ccccc2CC[N+](=O)[O-])cc1
15 | ? | -11% | -15% | -1% | -3% | -11% | . | -3% | -32% | O=C(C1=C[C@H](C2CC2)C[C@H](OCc2ccc(CO)cc2)O1)N1CCN(Cc2ccc3c(c2)OCO3)CC1
16 | -7% | 2% | 20% | 28% | -6% | -14% | . | 2% | 1% | CC(C)(C)c1cc(-c2ccccc2)n[nH]1
17 | 8% | -10% | 26% | 13% | -3% | -4%[60.1 µM] | -5%[59 µM] | . | 3% | CN(C(=O)c1cnc(N2CCOCC2)c2ccccc12)c1ccccc1F
18 | -11% | 1% | 2% | 18% | -21% | 2% | -34%[59 µM] | . | -3% | CC(=O)c1cccc(-n2c(=O)c3c4c(sc3n(Cc3cccc(C)c3)c2=O)CN(C(C)=O)CC4)c1
19 | -5% | -19% | 7% | 14% | -4% | -2% | 4% | 43% | -20% | O=C(NCCCc1ccccc1)C1CCC(=O)N(Cc2ccc(Cl)cc2)C1 (stereo not given)
20 | -2% | -11% | -5% | 2% | -2% | -11% | 24%[0.501 µM] | -1% | -8% | COc1ccc(NC(=O)CN(C)C(=O)c2ccc(C)s2)cc1
21 | -33% | -9% | ? | 16% | -7% | -15% | 50µM* | -1% | ? | Cc1nn(-c2ccccc2)c2c1C(c1ccc([N+](=O)[O-])cc1)C(C#N)=C(N)O2 (stereo not given)
22 | -7% | -6% | ? | 7% | 0% | -7% | 23% | -1% | -2% | CCCS(=O)(=O)Nc1cccc(-c2nc3cccnc3s2)c1
23 | -13% | -16% | 37%[activator] | -20% | -11% | 11% | -18%[59 µM] | . | -35% | COc1ccc(NC(=O)C(C)n2nc(-c3ccc(C)c(C)c3)ccc2=O)cc1OC (stereo not given)
24 | 32µM* | -15% | -8% | 2% | -8% | -7% | ? | -2% | -1% | COc1ccc([N+](=O)[O-])cc1NCc1ccccc1C
25 | -23% | -18% | 1% | 5% | -1% | 2% | . | 5% | -5% | CC(C)(C)OC(=O)NC1CCN(S(=O)(=O)c2ccc3c(c2)OCCO3)CC1
26 | -7% | -2% | -9% | -23% | 6% | -13% | -5% | 18% | -7% | CCN(CCCNC(=O)Cn1ncc2c([nH]c3ccccc32)c1=O)Cc1ccccc1
27 | 3% | -26% | 45%[activator] | 37% | -2% | -10% | 17% | 6% | -13% | CSc1nsc(SCC(=O)Nc2ccc(NC(C)=O)cc2)n1
28 | ? | -15% | ? | ? | -3% | -30% | ? | 2% | -36% | Cc1ccc2nc(SCC(=O)NCc3ccco3)[nH]c2c1
29 | -35%[11.4 µM] | -14% | -10% | 32% | -5% | 1% | 12%[59 µM] | -13% | 5% | CS(=O)(=O)N(CC(=O)NCc1ccc(Cl)cc1)C1CCCCC1
30 | -10% | -21% | 110%[activator] | 5% | 1% | 0% | -5% | 16% | -20% | COc1ccc(/C=C/C(=O)N(C)c2ccccc2C(=O)O)cc1

Whole records, quoted from the list. Values in the order: JMJD2A Tudor | POLH inh | POLI inh | Pol beta inh | BLM helicase inh | Pol kappa inh | G9a block | APEX1 inh | BAZ2B block
COc1ccc([N+](=O)[O-])cc1NCc1ccccc1C reads 32µM* | -15% | -8% | 2% | -8% | -7% | ? | -2% | -1%
Cc1ccc(S(=O)(=O)N2CCCCC2)cc1NC(=O)[C@@H]1CCCN1C(=O)c1cccs1 reads 6% | -18% | -3% | . | . | 8% | -8%[12.7 µM] | -3% | ?
COc1ccc(/C=C/C(=O)N(C)c2ccccc2C(=O)O)cc1 reads -10% | -21% | 110%[activator] | 5% | 1% | 0% | -5% | 16% | -20%
CCN(CCCNC(=O)Cn1ncc2c([nH]c3ccccc32)c1=O)Cc1ccccc1 reads -7% | -2% | -9% | -23% | 6% | -13% | -5% | 18% | -7%

Values by screen from the entries so far.
Nos. 18–26 in G9a block, in turn: -34%[59 µM], 4%, 24%[0.501 µM], 50µM*, 23%, -18%[59 µM], ?, ., -5%
Nos. 18–26 in Pol kappa inh, in turn: 2%, -2%, -11%, -15%, -7%, 11%, -7%, 2%, -13%
Nos. 18–26 in BAZ2B block, in turn: -3%, -20%, -8%, ?, -2%, -35%, -1%, -5%, -7%

Returning to the listing, starting three compounds before the break.
no. | JMJD2A Tudor | POLH inh | POLI inh | Pol beta inh | BLM helicase inh | Pol kappa inh | G9a block | APEX1 inh | BAZ2B block | compound
28 | ? | -15% | ? | ? | -3% | -30% | ? | 2% | -36% | Cc1ccc2nc(SCC(=O)NCc3ccco3)[nH]c2c1
29 | -35%[11.4 µM] | -14% | -10% | 32% | -5% | 1% | 12%[59 µM] | -13% | 5% | CS(=O)(=O)N(CC(=O)NCc1ccc(Cl)cc1)C1CCCCC1
30 | -10% | -21% | 110%[activator] | 5% | 1% | 0% | -5% | 16% | -20% | COc1ccc(/C=C/C(=O)N(C)c2ccccc2C(=O)O)cc1
31 | 0% | 0% | 10% | -11% | -2% | 17% | 1%[59 µM] | . | 3% | O=C(CSc1ncc2c(n1)-c1ccccc1N(Cc1ccc(Cl)cc1)S2(=O)=O)c1ccc(Cl)cc1
32 | -12% | -6% | 31%[activator] | . | . | -4% | . | . | . | O=C1CCCN1CC(O)CS(=O)(=O)Cc1ccc(Cl)cc1 (stereo not given)
33 | -4% | -8% | -5% | 19% | -3% | -3% | -38%[59 µM] | 1% | 9% | Cc1ccc(C)c(Cc2c(C)nc3c(C(=O)N4CCOCC4)cnn3c2C)c1
34 | -23% | -20% | 37%[activator] | . | . | 2% | 16%[0.501 µM] | 9% | -6% | CCCCn1c(N)c(N(CC(C)C)C(=O)COC(=O)C2(c3ccccc3)CC2)c(=O)[nH]c1=O
35 | -10% | -3% | -4% | 11% | -1% | -19% | 19%[0.0925 µM] | 0% | -8% | O=C(N/N=C/c1ccncc1)NC1CCCCC1
36 | -15% | -11% | 33%[activator] | ? | 1% | 7% | 9% | 1% | -1% | COc1ccc2nc(NC(=O)CSc3nnc(C)n3N)sc2c1
37 | -10% | -7% | 17% | . | . | -2% | . | . | . | CSc1nc(N)c2c(n1)N(C)C=NS2(=O)=O
38 | -9% | -6% | -24% | -12% | -1% | 3% | 5% | 14% | -13% | O=C(Nc1ccc(Cl)cc1N1CCOCC1)C1CC1
39 | -3%&1% | -1% | 19% | . | . | 15% | . | 37% | . | O=S(=O)(NCC1CN(S(=O)(=O)c2ccc3c(c2)OCCO3)C1)c1c(F)cccc1F
40 | -12% | 2% | -11% | -8% | -2% | -7% | 3% | 3% | 9% | Cc1ccc(-n2nnnc2SCC(=O)c2cc(C)n(CC3CCCO3)c2C)cc1 (stereo not given)
41 | -11% | 1% | 20% | -27% | -5% | -4%[60.1 µM] | ? | -3% | -28% | COC(=O)c1ccccc1NC(=O)C(C)c1ccc([N+](=O)[O-])cc1 (stereo not given)
42 | -4%&-13% | -8%&-19% | -1%&27% | ? | -8%&-6% | 4%&-3% | -6%[59 µM] | -24% | -8%&-21% | CCC(C(=O)Nc1cc(F)ccc1F)n1nc(C)c2c(C)n(-c3ccc(C)cc3)nc2c1=O (stereo not given)
43 | 14% | -18% | 11% | 5% | -4% | 1% | -9% | 20% | 1% | O=C(CCc1ccccc1F)N1CCN(c2ccc(C(F)(F)F)cn2)CC1
44 | -11% | -6% | 22% | 6% | 3% | -6% | . | -5% | -1% | Cc1ccc(C)c(OCCC(=O)NCCc2ccc(S(N)(=O)=O)cc2)c1

Some of the compounds tested; the hit share may differ from the screen's.
